NR2E3 ag-1 = activates human NR2E3 receptor | Q9Y5X4 | CHO-S Gal4-NCOR/VP16-NR2E3 two-hybrid, luciferase | inhibition of corepressor binding, % at 3.98 µM | actives 0.35% (n = 360,000) | AID 602229;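 active = inhibition above the mean of all tested compounds plus 3 SD, cut at about 70% in these data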;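 note: 0% = DMSO with NR2E3 transfected cells and 100% = cells lacking NR2E3 construct; higher means lower luciferase signal from less NR2E3 corepressor binding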
Target sequence (Q9Y5X4 whole entry, looked up, the tested form may be a part): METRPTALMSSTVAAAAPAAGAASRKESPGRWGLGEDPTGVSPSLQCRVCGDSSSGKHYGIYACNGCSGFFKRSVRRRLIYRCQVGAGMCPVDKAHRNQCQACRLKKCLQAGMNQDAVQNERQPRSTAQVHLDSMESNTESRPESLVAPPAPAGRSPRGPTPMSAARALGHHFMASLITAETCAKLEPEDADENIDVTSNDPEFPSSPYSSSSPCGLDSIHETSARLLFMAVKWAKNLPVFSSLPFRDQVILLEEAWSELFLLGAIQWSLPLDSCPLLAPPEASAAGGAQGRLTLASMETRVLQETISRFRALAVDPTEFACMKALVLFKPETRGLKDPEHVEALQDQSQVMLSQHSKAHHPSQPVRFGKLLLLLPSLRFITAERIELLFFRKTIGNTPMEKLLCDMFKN
Peg3 prom inh = Peg3 promoter activity inhibition; HeLa PEG-Prom luciferase reporter, luminescence, overnight; inhibition, % at 20 µM; actives 1.7% (n = 360,000);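 active = inhibition of at least 50% at 20 µM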
C8 TRAIL sens = sensitizes caspase-8 expressing cells to TRAIL. NB7+C8 cells + TRAIL, ATPlite viability luminescence. inhibition (viability loss, TRAIL sensitization), % at 10 µM. actives 1% (n = 360,000);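 active = compounds causing at least 50% loss of cell viability in the single-dose screen, relative to plate controls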
KKLEB cytotox = reduces viability of KKLEB cystic fibrosis airway cells; actives 0.36% (n = 360,000); KKLEB CF airway cells viability, ATPlite luminescence, overnight; active compounds read low; cells stimulated with P. aeruginosa culture filtrate; activity change (cytotoxicity), % at 5 µM;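 active = corrected activity change at or below -50% at 5 µM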
TROY signal inh = TROY signaling inhibition; inhibition, % at 10 µM; Q293 LMP1-TROYcd NF-kB luciferase reporter, 4 h; actives 0.98% (n = 360,000);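 active = compounds whose plate-normalised and pattern-corrected inhibition of the luciferase reporter signal at the single screening dose is 50% or more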
TWEAK-Fn14 inh = inhibitors of TWEAK-Fn14 interaction signaling | TWEAK-stimulated Fn14 reporter cells, luciferase luminescence, 8 h | inhibition, % at 10 µM | actives 2% (n = 360,000) | AID 1159606; in the data active = inhibition above about 50%
NR2E3 ag-2 = NR2E3 (human) agonism | GST-NR2E3/biotin-RetCOR TR-FRET, 1536-well | inhibition of corepressor binding, % at 4.78 µM | actives 0.12% (n = 320,000) | AID 2300;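 active = percent inhibition above the cutoff of mean plus 3 SD of all tested compounds, set per screening campaign, cut at about 20% in these data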;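 note: 0% = DMSO wells and 100% = biotin wells as full block of FRET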
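Test system: GST-NR2E3 and biotin-RetCOR proteins | Quantity: 1.35 nM GST-tagged NR2E3 final | Medium: Tris pH 7.5 | Also added: 7 nM biotin-RetCOR | Dosing: Compound at 4.8 µM, single dose | Timing: 5 h at 4 °C | Detection: Time-resolved FRET | Read-out basis: Percent inhibition | Benchmarks: Biotin wells as high control, 0.6% DMSO wells as low control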
Shn3 3UTR inh = reduces Shn3 3'UTR luciferase signal in osteoblasts; Clone20 osteoblast Shn3 3'UTR firefly luciferase, 24 h; actives 0.52% (n = 360,000); AID 588674; inhibition, % at 12.5 µM;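 active = mean inhibition of at least 75% with every replicate also reaching 75%; inconclusive = mean inhibition at least 75% but some replicate below; inactive = mean inhibition below 75%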;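 note: 0% = median of neutral control wells and 100% = pilot-screen positive control compound; some compounds past the cut are filed as inactive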
CF NFkB inh = cystic fibrosis NF-kB activation inhibition; KKLEB NF-kB-GFP reporter, PAF-induced, GFP fluorescence overnight; inhibition, % at 5 µM; actives 0.86% (n = 360,000); AID 588850;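 active = at least 50% inhibition at 5 µM, scaled per plate between neutral and stimulator controls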;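 note: PAF is a Pseudomonas aeruginosa culture filtrate used as stimulus; plate controls were PAF-stimulated DMSO wells for no effect and unstimulated DMSO wells for full effect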
TRPM1 prom inh = MITF TRPM1 promoter inhibition in SK-MEL-5 cells | actives 0.83% (n = 330,000) | inhibition, % at 12.5 µM | AID 488899 | SK-MEL-5 TRPM1 promoter luciferase, 24 h;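 active = mean inhibition across replicates of 60% or more, whatever share of single replicates reaches that level; inconclusive = some that reach 60%, reason not given; inactive = mean inhibition across replicates below 60%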; note: values of inactives mirror those of a sister screen read the other way
HIF-2a inh = HIF-2a inhibition; inhibition, % at 18.8 µM; 786-0 RCC cells HIF-2a reporter, luciferase luminescence, overnight; actives 0.72% (n = 360,000);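 active = inhibition of the luminescence signal of 40% or more relative to plate controls, in a single-dose primary screen at 18.75 µM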
* hit, by the source's call; u = inconclusive; x = not tested or not shown.

SMILES	NR2E3 ag-1	Peg3 prom inh	C8 TRAIL sens	KKLEB cytotox	TROY signal inh	TWEAK-Fn14 inh	NR2E3 ag-2	Shn3 3UTR inh	CF NFkB inh	TRPM1 prom inh	HIF-2a inh
Cc1ccc(/C=C2\Oc3c(ccc(O)c3CN3CCN(C)CC3)C2=O)cc1	-14	4	1	-2	-5	-25	3	5	-15	-6	13
C[C@H]1CN=C(Nc2ccccc2)N1CC1CCCCC1	8	-17	4	-26	-7	-1	6	-18	15	5	12
COc1cc(C(=O)Nc2ncccc2C)ccc1OCC(=O)N1CCOCC1	3	0	2	-2	-16	7	3	-1	10	4	5
Clc1ccc(CN2CCC(c3ccccc3)CC2)cc1	-5	0	16	8	-8	-6	-1	-2	-22	3	6
O=C(O)c1cccc2cc(-c3ccccc3)oc(=O)c12	-1	-3	-4	-2	-21	-6	-1	-1	6	1	-3
Cc1cc(C)c2nc(-n3nc(C)cc3N)cc(C)c2c1	-92	-197	10	-10	-39	-21	-3	-43	-10	-17	-232
CCCCN(C)CCNC(=O)CCn1nc(-c2ccc(C)cc2)ccc1=O	-17	1	-7	15	-8	-12	0	-20	-13	10	9
CC(C)c1ccc(C2/C(=C(\O)c3ccc4c(c3)OCCO4)C(=O)C(=O)N2CCN2CCOCC2)cc1 (stereo unspecified)	-5	0	-10	-14	-59	11	5	-5	12	0	4
C[C@H]1COc2cccc(N(C)CCO)c2S(=O)(=O)N1	-24	x	16	x	-14	12	x	x	x	x	9
Cc1ccc(OCC(=O)NC2CCSc3ccccc32)cc1 (stereo unspecified)	-4	-63	9	-11	19	-2	0	1	20	-26	-109
O=C(CCCn1c(=S)[nH]c2cc3c(cc2c1=O)OCO3)N1CCN(c2ccccc2)CC1	2	15	8	4	8	13	-1	1	10	5	17
Cc1cc(C)c(NC(=O)CCCSc2nnc(N)s2)c(C)c1	6	20	-6	9	3	4	-3	1	0	4	14
CCC(C(=O)OCC(=O)Nc1c(Cl)cc(Cl)cc1Cl)c1ccccc1 (stereo unspecified)	3	4	-1	4	7	-19	4	3	-16	6	7
CCOC(=O)CNC(=O)c1ccc(C)cc1	-66	-37	-3	-1	-8	-12	4	-22	4	-13	-110
Cc1ccc(O)c(-c2cc(C(F)(F)F)[nH]n2)c1	-26	-28	-3	10	-22	13	-4	-9	-10	-9	-61
CO/N=C(\C)C(Cc1ccc(Cl)nc1)Cc1ccc(Cl)nc1	-21	8	2	10	-21	8	2	-7	-13	0	16
O=C(C=Cc1ccco1)c1ccco1	-8	-12	-17	5	-14	37	x	-1	2	-16	5
COc1ccc(/C=C/C(=O)OCC(=O)NC2CCCCCC2)cc1OC	4	-2	10	-7	2	-15	x	6	8	-8	7
CN1CCC(OC(=O)c2ccc(Cl)cc2Cl)CC1	0	-14	12	-12	-13	-1	1	-25	-12	-21	-15
Cc1ccc(S(=O)(=O)CCC(=O)OCC(=O)NCc2ccc(Cl)cc2)cc1	11	-6	-4	12	-32	-6	0	-16	-22	-1	13
Cc1c(C(=O)Nc2c(F)cccc2F)sc2ncnc(N3CCN(c4ccccc4)CC3)c12	-10	17	-1	0	24	11	8	21	14	-1	9
O=C(c1cnc(Cl)c(Cl)c1)N1CCN(S(=O)(=O)c2cccs2)CC1	-3	18	-30	12	-7	-17	x	8	3	x	-3
CCC(NC(=O)c1[nH]c(C)c(C(C)=O)c1C)c1ccc(Br)cc1 (stereo unspecified)	30	10	6	6	-28	5	1	15	-52	4	35
Nc1cc(N2CCCC2)c(Cl)cc1[N+](=O)[O-]	-17	1	-3	1	-5	-12	0	6	9	-11	-1
CCOc1cc2[nH]c(=O)n(CCCCCC(=O)NC3CCCC3)c(=O)c2cc1OCC	5	-4	9	8	7	-19	-1	-12	-13	9	19
CC(=O)c1cccc(N(CC(=O)Nc2ccccc2F)S(C)(=O)=O)c1	17	-4	-5	-22	7	24	4	-2	21	0	0
CC1=CC(Cc2ccccc2)N(C)C(C(N)=O)C1 (stereo unspecified)	9	9	4	-11	-9	-19	x	7	-9	x	-1
N/C(COc1cc(Cl)cc(Cl)c1)=N\O	-4	-4	2	0	-10	-3	-1	-20	4	-7	14
CCC(=O)OCCNc1cc(Sc2nc3ccccc3[nH]2)c2nonc2c1[N+](=O)[O-]	9	92*	3	-95*	54*	54*	1	96*	82*	72*	86*
CCOc1ccc(Br)cc1S(=O)(=O)NC1CC(C)(C)NC(C)(C)C1	8	-10	4	5	11	21	x	-8	-13	-10	10
O=C(NC1CCCCC1)c1[nH]c(C(F)(F)F)nc1-c1ccccc1	10	14	-13	4	7	1	x	5	0	x	13
COC(=O)c1ccc(Cl)c(NC(=O)CN(c2ccc3c(c2)OCO3)S(C)(=O)=O)c1	1	10	-1	-4	-2	1	0	7	1	16	8
O=C(NC(NC(=S)Nc1ccccc1C(=O)O)C(Cl)(Cl)Cl)c1ccco1 (stereo unspecified)	3	-70	3	5	-1	14	1	-1	-4	2	8
COCCN(C(=O)CSc1nnc(-c2ccc(C)c(C)c2)o1)c1c(N)n(CC(C)C)c(=O)[nH]c1=O	-8	-10	1	-9	-2	-15	-1	-16	-5	-25	-14
Cn1cnnc1SCC(=O)N1CCN(C(=O)c2ccco2)CC1	-14	19	-2	-4	14	-7	0	13	13	10	14
COc1c2ccoc2nc2c(OC)c(OCC(OC(C)=O)C(C)(C)O)ccc12 (stereo unspecified)	-23	6	2	-16	0	-19	2	0	10	-3	-27
COc1ccc(-c2nnc(Nc3nc4c(OC)cccc4s3)o2)cc1	35	-24	17	-2	-16	-19	2	10	8	-6	-326
Cc1cc(S(=O)(=O)Nc2ccc(C(=O)NCC(c3ccco3)N(C)C)cc2)ccc1F (stereo unspecified)	-16	13	11	6	12	7	-3	10	-14	1	8
Cc1ccc(CO/N=C/c2c(O)cc(C)oc2=O)cc1	0	-2	-2	1	-64	-37	0	10	-2	8	5
O=C(CCn1c(=O)oc2ccccc21)N(Cc1ccccc1)c1ccccc1	-32	8	6	28	-32	20	2	12	-14	x	0

Two entries from above, reformatted:
| Compound | NR2E3 ag-1 | Peg3 prom inh | C8 TRAIL sens | KKLEB cytotox | TROY signal inh | TWEAK-Fn14 inh | NR2E3 ag-2 | Shn3 3UTR inh | CF NFkB inh | TRPM1 prom inh | HIF-2a inh |
| --- | --- | --- | --- | --- | --- | --- | --- | --- | --- | --- | --- |
| CCC(C(=O)OCC(=O)Nc1c(Cl)cc(Cl)cc1Cl)c1ccccc1 (stereo unspecified) | 3 | 4 | -1 | 4 | 7 | -19 | 4 | 3 | -16 | 6 | 7 |
| CCOC(=O)CNC(=O)c1ccc(C)cc1 | -66 | -37 | -3 | -1 | -8 | -12 | 4 | -22 | 4 | -13 | -110 |

The list goes on.
SMILES	NR2E3 ag-1	Peg3 prom inh	C8 TRAIL sens	KKLEB cytotox	TROY signal inh	TWEAK-Fn14 inh	NR2E3 ag-2	Shn3 3UTR inh	CF NFkB inh	TRPM1 prom inh	HIF-2a inh
CC(=O)c1ccccc1Oc1cc(NN2CCCCC2)c([N+](=O)[O-])cc1[N+](=O)[O-]	-6	23	4	-15	18	4	2	6	18	25	2
O=C(O)c1ccc(COc2c(F)c(F)cc(F)c2F)o1	-27	7	6	0	3	10	0	6	6	3	19
O=C(Nc1ccccn1)c1cc(-c2cccnc2)nc2ccc(Br)cc12	-11	56*	22	7	-6	35	9	13	-15	u	1
COc1ccc(Cc2nc3ccc(C(=O)NCc4ncc(C)[nH]4)cc3o2)cc1OC	-12	-43	1	2	-6	16	1	-2	-6	-25	-24
CS(=O)(=O)N(CC(=O)Nc1ccc2c(c1)OCO2)c1ccccc1	-13	-16	-21	10	-25	-10	3	3	9	-8	-29

Of the compounds above, these have four or more nitrogen atoms.
SMILES	NR2E3 ag-1	Peg3 prom inh	C8 TRAIL sens	KKLEB cytotox	TROY signal inh	TWEAK-Fn14 inh	NR2E3 ag-2	Shn3 3UTR inh	CF NFkB inh	TRPM1 prom inh	HIF-2a inh
Cc1cc(C)c2nc(-n3nc(C)cc3N)cc(C)c2c1	-92	-197	10	-10	-39	-21	-3	-43	-10	-17	-232
CCCCN(C)CCNC(=O)CCn1nc(-c2ccc(C)cc2)ccc1=O	-17	1	-7	15	-8	-12	0	-20	-13	10	9
O=C(CCCn1c(=S)[nH]c2cc3c(cc2c1=O)OCO3)N1CCN(c2ccccc2)CC1	2	15	8	4	8	13	-1	1	10	5	17
Cc1cc(C)c(NC(=O)CCCSc2nnc(N)s2)c(C)c1	6	20	-6	9	3	4	-3	1	0	4	14
Cc1c(C(=O)Nc2c(F)cccc2F)sc2ncnc(N3CCN(c4ccccc4)CC3)c12	-10	17	-1	0	24	11	8	21	14	-1	9
CCC(=O)OCCNc1cc(Sc2nc3ccccc3[nH]2)c2nonc2c1[N+](=O)[O-]	9	92*	3	-95*	54*	54*	1	96*	82*	72*	86*
COCCN(C(=O)CSc1nnc(-c2ccc(C)c(C)c2)o1)c1c(N)n(CC(C)C)c(=O)[nH]c1=O	-8	-10	1	-9	-2	-15	-1	-16	-5	-25	-14
Cn1cnnc1SCC(=O)N1CCN(C(=O)c2ccco2)CC1	-14	19	-2	-4	14	-7	0	13	13	10	14
COc1ccc(-c2nnc(Nc3nc4c(OC)cccc4s3)o2)cc1	35	-24	17	-2	-16	-19	2	10	8	-6	-326
CC(=O)c1ccccc1Oc1cc(NN2CCCCC2)c([N+](=O)[O-])cc1[N+](=O)[O-]	-6	23	4	-15	18	4	2	6	18	25	2
O=C(Nc1ccccn1)c1cc(-c2cccnc2)nc2ccc(Br)cc12	-11	56*	22	7	-6	35	9	13	-15	u	1
COc1ccc(Cc2nc3ccc(C(=O)NCc4ncc(C)[nH]4)cc3o2)cc1OC	-12	-43	1	2	-6	16	1	-2	-6	-25	-24

Source: PubChem

Not all compounds are listed (hit frequency here may not be typical).
